# RGS4-Gao reg = modulators of RGS4 binding to Galphao, primary screen, biochemical, multiplexed bead flow cytometry; Guanine nucleotide-binding protein G(o) subunit alpha (Homo sapiens), P09471; actives lie on both sides; binding response (% of control), % at 10 µM; hit rate 0.33% among 220,000; AID 1415, 2008; in the data active = binding response below about 49% or above about 150%; inactive = in between;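 note: fluorescent Galphao activated with aluminum fluoride binding bead-coupled RGS4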
# ABCB1 block = ABCB1 efflux pump inhibitors, primary screen, cell-based, multiplex, flow cytometry, ABCG2 counter-screen. inhibition, % at 6.6 µM. CCRF-Adr cells, JC-1 efflux. hit rate 0.067% among 190,000. ATP-dependent translocase ABCB1 (Homo sapiens), P08183. AID 1326, 2008; in the data active = inhibition above about 40%;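 note: 0% = vehicle and 100% = reference inhibitor; higher value means more JC-1 retained so stronger ABCB1 efflux block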
# Bim-Bcl-W = inhibitors of Bim binding to Bcl-W, primary screen, biochemical, multiplexed, bead-based flow cytometry | inhibition, % at 10 µM | Bim peptide-Bcl-W binding | hit rate 0.02% among 190,000;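 note: 0% = bound tracer without compound and 100% = peptide blocker; higher means less fluorescent Bim peptide bound to Bcl-W beads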
# Target sequence (Q92843 whole entry, looked up): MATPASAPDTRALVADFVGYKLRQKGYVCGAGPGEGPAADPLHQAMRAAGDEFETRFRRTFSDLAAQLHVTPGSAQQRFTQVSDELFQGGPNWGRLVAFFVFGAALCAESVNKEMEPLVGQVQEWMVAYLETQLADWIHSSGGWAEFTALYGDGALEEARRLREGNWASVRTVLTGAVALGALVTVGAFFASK
# Bim-Mcl-1 = inhibitors of Bim peptide binding to Mcl-1, primary screen, biochemical, bead-based flow cytometry, multiplex | Induced myeloid leukemia cell differentiation protein Mcl-1 (Homo sapiens), Q07820 | AID 1009, 2008 | Bim peptide-Mcl-1 binding | hit rate 0.1% among 190,000 | inhibition, % at 10 µM;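 note: 0% = no compound tracer wells and 100% = peptide blocker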
# Target sequence (Q07820 whole entry, looked up): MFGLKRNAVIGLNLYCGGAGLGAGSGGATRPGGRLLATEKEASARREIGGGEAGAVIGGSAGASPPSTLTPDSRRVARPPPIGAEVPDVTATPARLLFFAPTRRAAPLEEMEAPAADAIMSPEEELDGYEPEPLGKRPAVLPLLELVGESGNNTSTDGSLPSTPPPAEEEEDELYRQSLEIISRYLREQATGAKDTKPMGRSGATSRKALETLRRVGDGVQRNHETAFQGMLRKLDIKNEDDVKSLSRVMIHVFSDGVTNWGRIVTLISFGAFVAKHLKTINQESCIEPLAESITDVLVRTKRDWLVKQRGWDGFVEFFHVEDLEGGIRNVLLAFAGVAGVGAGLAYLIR
# Bim-Bcl-2 = inhibitors of Bim-Bcl-2 binding, primary screen, biochemical, multiplexed, human Bcl-2 family; Bead-based flow cytometry, Bim peptide-Bcl-2 binding; hit rate 0.06% among 190,000; Apoptosis regulator Bcl-2 (Homo sapiens), P10415; inhibition, % at 10 µM; in the data active = inhibition above about 40%; inconclusive = no clear call, values can overlap the other calls;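 note: 0% = no compound wells with probe peptide and 100% = reference peptide inhibitor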
# Target sequence (P10415 whole entry, looked up): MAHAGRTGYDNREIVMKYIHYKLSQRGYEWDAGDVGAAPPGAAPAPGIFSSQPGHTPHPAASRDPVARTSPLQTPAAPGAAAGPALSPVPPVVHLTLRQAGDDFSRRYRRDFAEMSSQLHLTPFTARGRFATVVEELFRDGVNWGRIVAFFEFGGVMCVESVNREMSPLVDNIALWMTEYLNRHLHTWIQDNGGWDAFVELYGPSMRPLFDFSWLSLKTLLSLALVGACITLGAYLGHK
# Bim-Bcl-B = inhibitors of Bim-Bcl-B binding, primary screen, biochemical, multiplexed, human Bcl-2 family; Bcl-2-like protein 10 (Homo sapiens), Q9HD36; bead-based flow cytometry, Bim peptide-Bcl-B binding; inhibition, % at 10 µM; hit rate 0.073% among 190,000; AID 951, 2007;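 note: 0% = tracer peptide without compound and 100% = reference inhibitor peptide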
# Target sequence (Q9HD36 whole entry, looked up): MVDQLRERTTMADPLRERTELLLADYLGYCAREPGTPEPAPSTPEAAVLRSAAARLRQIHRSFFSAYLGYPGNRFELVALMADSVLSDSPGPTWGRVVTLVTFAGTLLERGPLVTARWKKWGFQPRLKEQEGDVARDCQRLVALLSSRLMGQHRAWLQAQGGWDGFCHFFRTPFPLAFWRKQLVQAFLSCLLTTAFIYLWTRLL
# Bim-Bfl-1 = inhibitors of Bim binding to Bfl-1, primary screen, biochemical, multiplexed, bead-based flow cytometry; Bcl-2-related protein A1 (Homo sapiens), Q16548; Bim-Bfl-1 binding inhibition; inhibition, % at 10 µM; hit rate 0.12% among 190,000; AID 1008, 2008;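 note: 0% = wells without compound plus tracer and 100% = blocker peptide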
# Bim-Bcl-XL = inhibitors of Bim-Bcl-XL binding, primary screen, biochemical, multiplexed, bead flow cytometry, human Bcl-XL; Bcl-2-like protein 1 (Homo sapiens), Q07817; inhibition, % at 10 µM; hit rate 0.04% among 190,000; Bim peptide-Bcl-XL binding, fluorescence
# RGS8-Gao reg = RGS8-Galphao binding modulators, primary screen, biochemical, multiplexed bead flow cytometry. response (percent of control binding), % at 10 µM. actives lie on both sides. hit rate 0.34% among 220,000; in the data active = response below about 60% or above about 140%; inactive = in between;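 note: Galphao activated as the GDP aluminium fluoride complex binding bead-coupled RGS8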
# ABCG2 inh = ABCG2 efflux pump inhibitors, primary screen, multiplex with ABCB1, IgMXP3 cells, flow cytometry. Broad substrate specificity ATP-binding cassette transporter ABCG2 (Homo sapiens), Q9UNQ0. JC-1 efflux. inhibition, % at 6.6 µM. hit rate 0.1% among 190,000;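 active = inhibition above 80%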;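 note: 0% = DMSO and 100% = nicardipine control wells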
#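 Test system: IgMXP3 (ABCG2) plus far-red-tagged CCRF-Adr (ABCB1) cells / Amount: 3 million cells/mL in well / Reagent: JC-1 transporter substrate / Timing: 10 min compound exposure, 25 °C / Signal: flow cytometry, 530 nm JC-1 signal / Read-out: percent efflux inhibition, scaled nicardipine 100% to DMSO 0% / Benchmarks: nicardipine as high control, DMSO as low control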
# RGS7-Gao reg = RGS7-Galphao binding modulators, primary screen, biochemical, multiplexed bead flow cytometry; Guanine nucleotide-binding protein G(o) subunit alpha (Homo sapiens), P09471; actives lie on both sides; binding response (% of control), % at 10 µM; hit rate 0.35% among 220,000; in the data active = binding response below about 49% or above about 150%; inconclusive = no clear call, values can overlap the other calls; inactive = in between;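 note: fluorescent Galphao held in activated GDP-AlF4 state binding bead-coupled RGS7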
# Starred values were filed as active, the others as inactive; ? = inconclusive; . = not tested or not shown. Cut-off read from the data, not from the text of the source, unless noted: active = inhibition above about 40%.
SMILES	RGS4-Gao reg	ABCB1 block	Bim-Bcl-W	Bim-Mcl-1	Bim-Bcl-2	Bim-Bcl-B	Bim-Bfl-1	Bim-Bcl-XL	RGS8-Gao reg	ABCG2 inh	RGS7-Gao reg
O=C(NC1CCCCCC1)c1ccc[nH]c1=S	100	0.7	-7	-3	-2	-7	-2	-6	101	10	100
CC1CCc2nc3ccccc3c(C(=O)OCC(=O)N3CCc4ccccc43)c2C1 (stereo not drawn)	97	4.7	-2	-3	-2	0	1	-3	99	11	99
CCCCN(C(=S)Nc1ccc(F)cc1)c1c(N)n(CCC)c(=O)[nH]c1=O	100	0.6	7	17	7	10	12	8	102	2	?
CC(C)COc1ccccc1C(=O)NC(CO)C(=O)O (stereo not drawn)	103	0.3	0	1	1	1	0	0	102	1	103
COC(=O)c1cc(=O)cc(C(=O)OC)o1	102	-0.3	.	.	?	.	.	.	102	-1	103
CCOC(=O)C1=C(C)NC(=O)NC1c1ccc(N(CC)CC)cc1 (stereo not drawn)	103	0.1	-1	-1	-7	-6	-12	-8	101	0	99
CC1=CC(C)C(C(=O)O)C(C(=O)N2CCN(C)CC2)C1 (stereo not drawn)	105	-0.1	-3	-2	-4	-4	-5	-5	102	0	101
C1CNCCOCCNCCN1	100	0.1	-4	0	-2	0	-1	0	101	0	96
CCOc1ccc(NC(=O)C2CC(=O)N3CCCN=C3S2)cc1 (stereo not drawn)	100	0.5	-2	-3	-9	-7	-22	-6	97	5	101
CCNc1nnc(-c2ccccc2OC)s1	100	0.3	-4	-4	-6	-1	0	-3	102	1	101
C#CCn1c(-c2ccccc2)ccc(C#N)c1=O	104	0.5	0	-1	0	-2	-1	-1	104	15	105
CCn1nnnc1SCC(=O)Nc1nc2ccc(OC)cc2s1	101	0.3	-8	-5	-6	-13	-5	-9	102	4	101
O=C(OCc1c(Cl)cccc1Cl)c1cnccn1	100	0.9	-3	0	-7	-6	-14	-7	99	1	98
O=C1CCN(S(=O)(=O)c2ccc(Cl)cc2)N1	97	0.2	-2	-1	0	0	-3	0	98	1	99
O=C(N/N=C/c1cccc([N+](=O)[O-])c1)C1CC(=O)N(c2ccc(Cl)cc2)C1 (stereo not drawn)	101	-0.1	-1	0	-5	0	-6	-1	102	0	101
CC(C)Nc1nc(Cl)nc(N(C#N)CN2C(=O)c3ccccc3C2=O)n1	96	4.9	-5	-6	-6	-9	-4	-9	103	27	99
Nc1ccccc1-c1nnc(-c2ccc(-c3ccccc3)cc2)o1	97	0.1	1	0	-1	0	-1	-1	96	1	102
Cc1ccc(NC(=S)Nc2c(C)n(C)n(-c3ccccc3)c2=O)cc1Cl	98	-0.6	-1	-1	-3	-6	-5	-1	102	0	?
COC(=O)N/N=C/c1cc(Cl)cc(Cl)c1OCc1ccccc1	110	0.7	0	0	-5	-2	-7	-2	107	14	112
O=C(CSc1nc2c(sc3ccccc32)c(=O)n1CCCN1CCCC1)NCC1CCCO1 (stereo not drawn)	100	0.1	-1	-8	-14	-9	-16	-8	105	4	98
CC1CCN(C(=O)N[C@@H](Cc2ccccc2)C(=O)O)CC1	101	0.7	-2	-2	-8	-7	-21	-7	102	7	101
COC(=O)N/N=C(\C)c1ccc(Br)cc1	100	1.1	-2	-4	-8	-12	-20	-7	100	34	101
CC1CCCC(NC(=O)c2cccc(N3CCCC3=O)c2)C1C (stereo not drawn)	102	0.7	0	1	0	0	-3	0	103	4	99
COc1cc(NC(=O)CN(C)Cc2cccc(F)c2)c(C)cc1[N+](=O)[O-]	103	1.2	-2	1	-1	0	-5	-2	104	4	102
CCn1c(=N)c(S(=O)(=O)c2ccc(C)cc2)cc2c(=O)n3ccccc3nc21	104	-0.6	7	5	2	6	0	8	104	-2	100

# Continued:
SMILES	RGS4-Gao reg	ABCB1 block	Bim-Bcl-W	Bim-Mcl-1	Bim-Bcl-2	Bim-Bcl-B	Bim-Bfl-1	Bim-Bcl-XL	RGS8-Gao reg	ABCG2 inh	RGS7-Gao reg
Cc1cc(NC(=O)CSc2nnc(C(C)N(C)C)n2-c2ccc(F)cc2)no1 (stereo not drawn)	93	0.6	3	0	-1	1	-6	2	98	1	105
CC(C)(C)NC(=O)COC(=O)CCC(=O)c1ccc(Cl)cc1	25*	0.2	5	1	5	1	-1	2	21*	0	22*
N/C(Cc1ccc(Cl)cc1Cl)=N\OC(=O)Cc1ccccc1	104	0.0	-6	-1	-10	-7	-12	-6	101	0	108
COc1cccc(C(C)NC(=O)Nc2cccc(C(F)(F)F)c2)c1 (stereo not drawn)	96	0.8	-2	-2	-5	-4	0	-2	106	10	98
Cc1ccc(S(=O)(=O)N2CCC(C(=O)N[C@H](C(=O)NCc3ccco3)C(C)C)CC2)cc1	94	0.8	0	0	0	-2	-2	0	90	2	97
COc1ccc(NC(=O)CCN2CCCC2)c(OC)c1	100	0.7	0	-1	-1	-1	1	-5	103	-10	98
COc1ccc(C2=NCCNC(C(F)(F)F)=C2)cc1	98	0.8	-4	-2	-7	-3	-11	-2	102	4	?
Cc1cc2nc(C)n(CCCNC(=O)Nc3cccc4ccccc34)c2cc1C	101	1.0	0	0	1	1	0	-3	105	8	101
COc1ccc(OC)c2[nH]c(=O)c(CCNC(=O)c3ccc(Br)o3)cc12	138	0.9	3	7	11	4	10	0	106	2	115
CC(C)c1ccccc1NC(=O)COC(=O)CCN1C(=O)/C(=C\C=C\c2ccccc2)SC1=S	101	-1.4	-2	1	5	-30	2	4	96	-16	105
COc1ccc(C2C(=O)N(CCc3ccccc3)CC(=O)N2C2CCCCC2)cc1 (stereo not drawn)	106	2.9	-1	0	1	2	0	4	99	2	101
CCSc1nc2nc(C)cc(C)n2n1	98	0.4	-2	0	-1	0	-2	-1	100	3	99
O=C(/C=C/c1ccc([N+](=O)[O-])cc1)NCCOc1ccc(F)cc1	97	-0.1	-3	0	-1	-5	-6	-3	102	1	98
COc1ccc(C(=O)c2cc3cccc(OC)c3o2)cc1	96	0.4	0	0	0	-1	-5	-2	100	15	?
O=C(CCN1C(=O)c2ccccc2C1=O)N1CCN(C(=O)c2ccccc2)CC1	103	0.0	0	0	-8	-3	-13	-5	102	11	94
Cc1ncoc1C(=O)N1CCCC(C(=O)c2cccc3ccccc23)C1 (stereo not drawn)	100	0.3	-2	0	-5	-4	-6	-1	102	3	101
CC(C)c1[nH]nc2c1C(c1ccco1)C(C#N)=C(N)O2 (stereo not drawn)	101	0.0	1	-1	-2	-6	-2	-2	102	1	100
CCC(=O)c1c[nH]c(C(=O)NCCCN2CCOCC2)c1	98	0.4	0	-2	-8	-4	-8	-2	103	2	105
Nc1c(C(=O)c2ccccc2)sc2c1c(=O)[nH]c(=O)n2-c1ccccc1	96	0.7	-6	0	-6	-5	-7	-5	95	34	97
c1ccc(Nc2cc(-c3ccccc3)nc3ncnn23)cc1	98	0.1	0	0	-8	-7	-5	-1	101	4	98
CCOc1ccc(CC(=O)Nc2c(C(=O)Nc3ccccc3)oc3ccccc23)cc1OCC	100	1.7	-5	-5	-7	-12	-21	-8	101	3	98
CCN(CC)S(=O)(=O)c1cccc(NC(=O)c2cncc(Br)c2)c1	107	0.9	0	-1	-5	-3	-6	-2	106	4	102
CC(C)COCC(CN(Cc1ccccc1)c1ccccc1)N1CCCC1 (stereo not drawn)	99	.	0	-3	-5	-3	-3	-1	103	2	96
CCOC(=O)NC(NC(=S)Nc1ccccc1[N+](=O)[O-])C(Cl)(Cl)Cl (stereo not drawn)	128	-0.7	-2	-4	-3	-2	-3	3	127	-2	120
COc1cccc(OCc2cc(/C=N/NC(=O)c3ccn[nH]3)ccc2OC)c1	99	-0.8	0	1	0	1	1	0	99	1	100

# The results go on.
SMILES	RGS4-Gao reg	ABCB1 block	Bim-Bcl-W	Bim-Mcl-1	Bim-Bcl-2	Bim-Bcl-B	Bim-Bfl-1	Bim-Bcl-XL	RGS8-Gao reg	ABCG2 inh	RGS7-Gao reg
NS(=O)(=O)c1ccc(N2CCCC2=O)c([N+](=O)[O-])c1	102	0.1	-2	-1	-3	-5	-8	-2	103	-1	102
Cc1cccnc1NC(=O)C1c2ccccc2Oc2ccccc21	103	0.2	-2	0	1	-3	0	0	102	-1	104
O=C1OCc2ccc(NC(=O)C3CC3)cc21	101	0.1	2	2	0	0	2	0	102	1	97
CC1(C)CC(=O)C(C=Nc2ccc3c(c2)OCO3)=C(O)C1	97	1.2	1	-2	-8	-9	-11	-1	97	7	96
CCOC(=O)N1CCC(NS(=O)(=O)c2cc3c(cc2C)NC(=O)CO3)CC1	105	-0.2	1	0	-7	-5	-14	-15	103	0	103
COc1cc(C)c(S(=O)(=O)N2CCCC2)cc1C(C)C	101	0.3	-3	2	-3	-6	-6	-7	100	3	107
O=C(Cc1ccccc1)NCC(=O)OCC(=O)c1ccc(OC(=O)c2ccccc2)cc1	.	-0.1	5	1	0	-4	-2	0	.	0	.
O=C1C=C(NCc2ccco2)C2(CCCCC2)O1	93	0.6	-2	-2	-10	-11	-15	2	101	3	92
COC(=O)c1ccccc1NC(=O)CN(c1cc(OC)ccc1OC)S(C)(=O)=O	100	1.1	-1	-3	-2	0	-1	-1	100	3	101
COc1ccc(CNC(=O)CN2CCN(S(=O)(=O)c3cccs3)CC2)cc1OC	100	0.9	0	-1	0	-3	-1	0	100	5	100
COc1ccc(CNC(=O)COC(=O)c2n[nH]c3ccccc23)cc1	98	0.2	-4	-5	-5	-1	-3	-1	97	2	100
O=C1CCCCCC1C1(O)C(=O)Nc2ccc(Br)cc21 (stereo not drawn)	97	0.1	0	0	-1	0	0	-2	101	0	99
Nc1c(-c2ccccn2)cnn1-c1nc(-c2ccc(F)cc2)cs1	99	11	0	-1	0	-7	-4	-1	99	1	?
COc1ccc2[nH]cc(S(=O)(=O)c3ccc(C)cc3)c2c1	107	-0.4	0	0	1	4	5	-1	104	-1	105
CC12CN(C(=O)c3ccco3)CC(c3ccccc3)(CN(C(=O)c3ccco3)C1)C2=O	96	1.4	-6	-7	-11	-12	-23	-11	96	15	100

# No enrichment for hits; overall some 0.94% were active at least once.
